SENP1 FRET inh = blocks the human SENP1 SUMO protease catalytic domain | Q9P0U3 | recombinant SENP1 catalytic domain, CyPet-SUMO1-YPet FRET cleavage | inhibition, % at 10 µM | actives 0.21% (n = 360,000);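 active = inhibition at least 30% at 10 µM, raw YFP signal under a set limit, fluorescence ratio 0.5 to 1.5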;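 also: 0% = enzyme with DMSO and 100% = no enzyme wells; some results filed as inactive read as strong as hits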
Target sequence (Q9P0U3 419-644 limits assumed): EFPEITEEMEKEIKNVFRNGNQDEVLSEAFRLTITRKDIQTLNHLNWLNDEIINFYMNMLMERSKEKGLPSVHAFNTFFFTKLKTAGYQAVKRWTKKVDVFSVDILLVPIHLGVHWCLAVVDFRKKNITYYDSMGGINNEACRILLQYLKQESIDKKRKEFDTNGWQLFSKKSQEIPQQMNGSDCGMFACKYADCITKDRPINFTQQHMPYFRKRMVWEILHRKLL
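Controls: no-enzyme wells low, DMSO-plus-enzyme wells high control. Test system: human recombinant His6-tagged SENP1 catalytic domain enzyme. Reagent: SFCypet-SUMO1-SFYpet FRET protein substrate, 25 nM final. Doses: one dose per compound, 10 µM, 0.5% DMSO. Detection: FRET, CFP and YFP emission. Timing: 50 min reaction at room temperature.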
GRIN3A LBD mod = modulators (binders) of human NR3A ligand-binding domain; NR3A LBD differential scanning fluorimetry, Tm shift; 0% = protein alone, 100% = glycine-bound protein; Tm shift relative to glycine control, % at 25 µM; actives 2.5% (n = 340,000);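 active = melting temperature shift of at least 10% of the positive control shift, at one fixed dose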
SENP6 block = blocks the human protease SENP6; Q9GZR1; Recombinant SENP6 catalytic domain, aminoluciferin luminescence; inhibition, % at 10 µM; actives 1.8% (n = 330,000); AID 2599;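 active = inhibition above about 50% at the single tested dose, limit read from the data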;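 also: plate controls were DMSO wells with enzyme for no effect and DMSO wells lacking enzyme for full effect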
Target sequence (Q9GZR1 628-1112 limits assumed): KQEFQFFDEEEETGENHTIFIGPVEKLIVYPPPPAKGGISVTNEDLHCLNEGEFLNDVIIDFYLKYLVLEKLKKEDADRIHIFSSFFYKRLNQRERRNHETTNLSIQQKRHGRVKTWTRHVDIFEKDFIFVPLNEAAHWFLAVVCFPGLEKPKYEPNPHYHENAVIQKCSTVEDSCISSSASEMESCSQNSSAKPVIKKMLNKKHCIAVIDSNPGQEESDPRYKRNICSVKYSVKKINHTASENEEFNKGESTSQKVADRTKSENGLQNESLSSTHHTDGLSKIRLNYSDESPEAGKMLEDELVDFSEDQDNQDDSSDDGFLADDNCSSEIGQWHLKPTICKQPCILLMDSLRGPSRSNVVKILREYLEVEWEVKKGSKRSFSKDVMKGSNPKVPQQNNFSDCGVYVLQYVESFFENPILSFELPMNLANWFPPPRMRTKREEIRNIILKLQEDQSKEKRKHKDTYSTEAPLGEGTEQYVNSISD
hIAP activ = human IAP activation. P09923. purified human IAP, CDP-Star luminescence, 30 min; hits give high values; 1 = vehicle-only enzyme, 0 = enzyme-free background. activation factor at 10 µM. actives 0.16% (n = 330,000). AID 2524;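 active = activation factor of the enzyme at least 2-fold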; also: the source names both 10 and 20 µM as test concentration; values of inactives mirror those of a sister screen read the other way
ATG4B inh = inhibitors of human ATG4B cysteine protease; ATG4B cleavage of LC3-PLA2, NBD-HPC fluorescence, 1 h; actives 0.51% (n = 340,000); inhibition, % at 8.33 µM; Q9Y4P1; in the data active = inhibition above about 40%
MPTP inh = blocks calcium-induced mitochondrial swelling; isolated mouse mitochondria, Ca2+ swelling absorbance, 30 min; inhibition, % at 10 µM; actives 1.4% (n = 360,000);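 active = inhibition of 50% or more, scaled per plate between neutral and stimulator controls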;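 also: 0% = DMSO wells given calcium and 100% = 1 mM EGTA wells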
PfG6PD inh = PfG6PD (Plasmodium falciparum) enzyme inhibition | inhibition, % at 20 µM | AID 504690 | actives 0.78% (n = 350,000) | PfGluPho enzyme, NADPH resazurin-diaphorase fluorescence;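 active = inhibition reaching at least a set limit at 20 µM in the primary screen, cut at about 59% in these data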;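 also: 0% = DMSO wells with substrate and 100% = DMSO wells lacking glucose-6-phosphate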
SENP8 block = SENP8 (human) protease inhibition; actives 0.64% (n = 360,000); recombinant SENP8, Nedd8 substrate fluorescence; inhibition, % at 20 µM; AID 602440; in the data active = inhibition mostly above about 40%, no sharp cut-off; inactive = mostly below about 27%
Target sequence (Q96LD8 whole entry, looked up): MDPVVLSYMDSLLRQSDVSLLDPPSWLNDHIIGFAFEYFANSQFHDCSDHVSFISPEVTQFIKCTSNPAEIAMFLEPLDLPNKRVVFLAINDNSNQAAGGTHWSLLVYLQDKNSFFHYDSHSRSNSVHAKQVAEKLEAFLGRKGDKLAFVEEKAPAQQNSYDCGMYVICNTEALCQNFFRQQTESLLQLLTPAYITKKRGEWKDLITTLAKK
The depositor's hits bear a star; i = inactive; nt = no result given.

Compound	SENP1 FRET inh	GRIN3A LBD mod	SENP8 block	ATG4B inh	SENP6 block	PfG6PD inh	hIAP activ	MPTP inh
CC(C)C[C@H](NC(=O)c1nc[nH]c1C(=O)N[C@@H](CCCCNC(=O)OC(C)(C)C)C(=O)OC(C)(C)C)C(=O)OC(C)(C)C	1	-3	12	0	-11	-6	1.6	-1.4
Cc1cc(C)c2[nH]c(=O)c(C(c3nnnn3CC3CCCO3)N3CCC(C)CC3)cc2c1 (stereo not drawn)	-72	0	-75	7	9	7	1.1	-1.2
CCOc1ccc(C2=NNC(c3cccs3)=Nc3ccc(OC)cc32)cc1	14	-1	-26	59*	-6	3	1.1	-0.9
COc1ccc(C(CCN)Cc2ccccc2)cc1 (stereo not drawn)	-1	-4	2	-3	-1	-10	0.95	-0.4
OCCn1nc2c3ccccc3nc-2n(-c2ccccc2)c1=S	1	0	21	-5	-6	16	1	-1.3
CC1CCC2(CC1)SCC(=O)N2c1ccccc1 (stereo not drawn)	0	-1	17	-10	-14	-7	0.98	-1.3
CN(C)C(CNC(=O)c1ccccc1C(F)(F)F)c1ccco1 (stereo not drawn)	-1	-1	-3	-3	-13	-1	0.98	0.7
O=C(COC(=O)c1cnccn1)Nc1cccc2ccccc12	-3	0	2	-28	15	-4	1.1	-3.3
Clc1ccccc1CNc1nc2ccccc2n2cnnc12	-3	0	-11	13	-14	2	0.98	0.6
COc1ccc(-c2cc(C(=O)N3CCCc4ccccc43)no2)cc1OC	-2	-2	13	16	7	-14	1.2	-2.8
CCOc1nc(Nc2ccc(OC)cc2OC)nc(OCC)n1	-1	-3	5	-3	2	6	1.1	0.9
Cc1c(C(=O)Nc2ccccc2)sc2nc3n(c(=O)c12)CCCCC3	0	-1	0	-8	-16	-7	0.88	1.1
O=C(Cc1ccc([N+](=O)[O-])cc1)Nc1ccc(O)cc1C(=O)O	3	3	11	4	-7	25	0.89	2.1
O=C(CN1CCN(c2ccc(F)cc2)CC1)N(C1CCCC1)C1CCS(=O)(=O)C1 (stereo not drawn)	2	2	9	-9	-8	6	0.89	1.6
C/C=C/c1ccc(OCC(=O)O)c(OC)c1	3	0	23	3	-11	-6	0.91	1.7
COC(=O)c1c(NC(=O)C2CC2)sc(C(=O)Nc2ccccc2)c1C	3	0	10	-13	-5	6	0.91	-2.5
C=CCN1C(=O)C(Cc2cccc(C)c2)SC1=Nc1ccc(C(=O)O)cc1 (stereo not drawn)	1	0	8	2	-26	-37	0.94	-2.0
CC(CNC(=O)c1ccccc1Cl)c1ccccc1 (stereo not drawn)	0	1	16	0	4	5	1.2	1.9
O=C(Nc1ccccc1Cl)c1ccc(-n2cccn2)c([N+](=O)[O-])c1	-2	2	-10	11	8	10	0.97	-0.9
COCCCN(C(=S)NC(=O)C(C)(C)C)c1c(N)n(Cc2ccccc2)c(=O)[nH]c1=O	-23	-2	-43	3	22	9	1.1	0.0
O=c1[nH]c(=O)c2nc(-c3ccc(Cl)cc3)cnc2[nH]1	-27	-1	-383	3	-10	-17	1.2	-0.5
COc1ccccc1C(=O)NCCN=C1NS(=O)(=O)c2ccccc21	0	1	7	0	9	13	0.9	0.2
Cn1c(=O)c([N+](=O)[O-])c(NCc2ccccc2)c2ccccc21	-9	-2	27	-11	-24	0	0.93	-2.2
CC1(c2ccccc2)NC(=O)N(CC(=O)Nc2cc3c(cc2Br)OCCO3)C1=O (stereo not drawn)	-3	1	-5	-14	1	-5	0.98	-2.2
COc1cc(OC)cc(-c2c(C#Cc3ccsc3)c3cc(-c4ccc(OC)nc4)ccc3n2C)c1	-1	-1	i	11	-6	-3	0.95	0.6
CC(C)(C)c1ccc(OCC(=O)NCC(c2cccs2)N2CCOCC2)cc1 (stereo not drawn)	-1	1	8	-5	-8	17	0.98	1.1
CCOC(=O)C1CCN(CCC(=O)Nc2ccc(C)cc2)CC1	-1	-2	-8	-1	-6	-10	1.1	-0.5
CN1CCN(C(=S)c2ccc(-c3cccc([N+](=O)[O-])c3)o2)CC1	-1	1	18	-16	-12	28	1.2	0.7
Cc1nc2ccc(Cl)cn2c1[N+](=O)[O-]	0	nt	8	nt	nt	-2	nt	0.6
Cc1ccc2cccc(O)c2[n+]1[O-]	-2	-4	-32	-6	-7	11	1.2	-0.4
O=C(NN=C1CCCC1)c1ccc(Br)cc1	0	0	11	2	-1	-11	0.89	-0.6
O=C(Nc1cc(C(F)(F)F)ccc1N1CCOCC1)c1n[nH]c(=O)c2ccccc12	2	3	5	-7	-4	4	1.1	0.6
Fc1ccc(CNc2ccccn2)cc1	0	-1	5	4	-5	9	1.1	-1.2
COc1ccc(C(CNC(=O)c2ccc(OCc3csc(C)n3)cc2)N2CCCC2)cc1 (stereo not drawn)	-7	nt	-4	nt	nt	-1	nt	0.1
CC(C)C[C@H]1CN=C(Nc2ccccc2)N1CCCCc1ccccc1	0	-3	15	1	-3	0	0.95	-0.1
COc1ccc(C2=NOC(COc3ccc([N+](=O)[O-])cc3)C2)cc1 (stereo not drawn)	2	-2	9	-3	-21	3	1.1	0.7
CCn1c2ccccc2c2nnc(SCC(=O)Nc3ncccn3)nc21	1	-2	23	-2	1	-10	1	3.4
O=C(C1CCN(S(=O)(=O)N2CCOCC2)CC1)N1CCc2ccccc21	nt	-1	nt	-9	-20	-26	1.1	nt
COc1ccc(CN2CC(=O)N(c3ccccc3C)C2=S)cc1OC	3	-1	10	-7	-4	-2	1.1	-0.4
CCOCCCN1CN(S(=O)(=O)c2ccc(Cl)cc2)c2nc3ccccc3nc21	-18	0	-473	-6	-39	2	1	-0.8
Cc1ccc(C2(C)NC(=O)N(CC(=O)Nc3nc(-c4ccccn4)cs3)C2=O)cc1 (stereo not drawn)	-9	2	-24	-4	8	72*	1.2	-1.3
Cc1nn2c(-c3ccccc3)ccnc2c1-c1ccccc1	17	3	14	-12	-5	7	0.99	0.2
CCCCn1c(N)c(N(CCOC)C(=O)c2cc3c(s2)CCC3)c(=O)[nH]c1=O	-30	-2	-44	11	5	23	0.88	0.2
O=C(CSc1ccc2nnc(-c3cccnc3)n2n1)Nc1ccc(F)cc1	2	0	-26	4	-6	-10	0.87	0.7
CC(=O)Nc1ccc(CN2CCN(CCc3ccccc3)C(CCO)C2)cc1 (stereo not drawn)	-2	1	20	3	-2	-22	0.85	1.6

Among those listed so far, these contain a tert-butyl group:
Compound	SENP1 FRET inh	GRIN3A LBD mod	SENP8 block	ATG4B inh	SENP6 block	PfG6PD inh	hIAP activ	MPTP inh
CC(C)C[C@H](NC(=O)c1nc[nH]c1C(=O)N[C@@H](CCCCNC(=O)OC(C)(C)C)C(=O)OC(C)(C)C)C(=O)OC(C)(C)C	1	-3	12	0	-11	-6	1.6	-1.4
COCCCN(C(=S)NC(=O)C(C)(C)C)c1c(N)n(Cc2ccccc2)c(=O)[nH]c1=O	-23	-2	-43	3	22	9	1.1	0.0
CC(C)(C)c1ccc(OCC(=O)NCC(c2cccs2)N2CCOCC2)cc1 (stereo not drawn)	-1	1	8	-5	-8	17	0.98	1.1

Remaining list, next part:
Compound	SENP1 FRET inh	GRIN3A LBD mod	SENP8 block	ATG4B inh	SENP6 block	PfG6PD inh	hIAP activ	MPTP inh
COc1cccc(NC(=O)COC(=O)C2CCN(S(=O)(=O)c3cccs3)CC2)c1	3	1	25	-14	-32	3	0.95	-0.7
CCCCNC(=O)c1onc(CSc2ccc(F)cc2)c1C(=O)O	2	-3	27	-3	-4	-6	0.89	3.3
O=C(COc1ccc2ccccc2c1)NCCc1ccc2c(c1)OCCO2	-1	4	10	-10	-5	12	1	-0.7
COc1cc(C(=O)O/N=C2\C=CC(=O)C=C2C)cc(OC)c1OC	0	0	26	0	6	67*	1	1.9
CCOC(=O)C1=C(CSc2nccn2C)NC(=O)NC1c1ccc2c(c1)OCO2 (stereo not drawn)	1	-1	14	-7	-8	10	1.1	-1.5
COc1ccc2c(c1)OC13CCN(C)CC1C2C(C(=O)c1ccc(F)cc1)C(=O)N3 (stereo not drawn)	3	-1	6	-12	-4	4	1	-2.5
CCN(CC)C(=O)C1CCN(S(=O)(=O)c2ccc(C3CNC(=O)C3)cc2)CC1 (stereo not drawn)	2	0	12	-11	-11	1	1.1	-1.0
CC(=O)NC(CSc1cc(C)nc2ccc(Br)cc12)C(=O)O (stereo not drawn)	-1	-1	6	2	-3	7	1	0.2
CCN1C(=O)[C@H]2[C@@H](c3ccc(-c4ccc(C(C)=O)cc4)c(OC)c3)N[C@@](Cc3ccccc3)(C(=O)OC)[C@H]2C1=O	4	-6	i	-5	-7	-2	0.93	0.2
CN(C)CCN(Cc1cc2cc3c(cc2[nH]c1=O)OCO3)C(=S)NCC1CCCO1 (stereo not drawn)	-1	2	-406	-2	4	-16	1.2	-0.6
CCCCCNC(=O)C(=O)C1C(=O)Nc2ccccc21 (stereo not drawn)	-1	28*	28	-7	-17	-18	0.98	1.0
Cc1nc(C)c(Oc2cccc(C(F)(F)F)c2)c(=O)[nH]1	0	1	2	0	-12	0	1.1	2.6
COc1ccc(NC(=O)CSc2ccc(-c3cccnc3)nn2)cc1	-1	-2	10	-2	-21	22	0.97	-1.0
Cc1cc(=O)oc(C)c1C(=O)NCCN(C)Cc1ccccc1	-5	-1	-29	-6	6	-1	0.97	-0.3
Cc1ccc(C(=O)CC2(O)C(=O)N(CCc3ccccc3)c3ccc(Br)cc32)o1 (stereo not drawn)	-2	-2	13	2	-11	13	0.94	1.4

Quoted at random: 2 compounds from above, in no set order.
Compound	SENP1 FRET inh	GRIN3A LBD mod	SENP8 block	ATG4B inh	SENP6 block	PfG6PD inh	hIAP activ	MPTP inh
CCCCCNC(=O)C(=O)C1C(=O)Nc2ccccc21 (stereo not drawn)	-1	28*	28	-7	-17	-18	0.98	1.0
CCCCNC(=O)c1onc(CSc2ccc(F)cc2)c1C(=O)O	2	-3	27	-3	-4	-6	0.89	3.3

Full records as entered above.
Cc1cc(=O)oc(C)c1C(=O)NCCN(C)Cc1ccccc1 as listed: SENP1 FRET inh: -5; GRIN3A LBD mod: -1; SENP8 block: -29; ATG4B inh: -6; SENP6 block: 6; PfG6PD inh: -1; hIAP activ: 0.97; MPTP inh: -0.3
C/C=C/c1ccc(OCC(=O)O)c(OC)c1 as listed: SENP1 FRET inh: 3; GRIN3A LBD mod: 0; SENP8 block: 23; ATG4B inh: 3; SENP6 block: -11; PfG6PD inh: -6; hIAP activ: 0.91; MPTP inh: 1.7

New compounds follow:
Compound	SENP1 FRET inh	GRIN3A LBD mod	SENP8 block	ATG4B inh	SENP6 block	PfG6PD inh	hIAP activ	MPTP inh
NC(=O)Nc1ccc(Cl)cc1	3	-1	30	-3	-22	11	1.2	1.4
O=C1CSC(c2ccncc2)N1Cc1ccccc1 (stereo not drawn)	1	0	5	-8	12	-7	0.97	-2.4
CC(=O)NCCn1c(SCC(=O)c2ccc(Cl)cc2)nc2ccccc2c1=O	4	0	6	-17	1	-12	1.1	1.7
O=C(O)c1ccccc1N/N=C\c1ccnc2ccccc12	-22	-1	-29	5	94*	-26	1	0.5

High-throughput results (PubChem BioAssay)
